CRFR2-BP ag – agonists of CRF-BP/CRF-R2 complex, primary screen, cell-based, HEK293, calcium dye fluorescence, uHTS; CRF-binding protein / CRF receptor 2 complex (human); calcium dye fluorescence (FLIPR); percent of saturating CRF peptide response; activation, % at 13.2 µM; 350,000 tested, 0.46% active; AID 588473, 2011;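 active = activation of at least 50%, plus an integration ratio under a set limit after plate pattern correction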;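 also: plate controls were neutral control wells without compound for no effect and CRF at EC100 for full effect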
CHO-K1 Ca PAM – nonselective calcium activators in parental CHO-K1 cells, primary screen, counter-screen for M1 PAM project, cell-based, Fluo-8 calcium fluorescence, full deck, 1536-well; ATP EC20; 0% at ATP EC20, 100% at ATP max; activation, % at 3 µM; 360,000 tested, 0.02% active; AID 602247, 2012;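 active = activation above the run cutoff, the mean activation of all test compounds plus 3 SD, cut at about 40% in these data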;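 also: peak over basal fluorescence ratio in a 140 s read after ATP addition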
M5 PAM – human M5 muscarinic receptor positive allosteric modulators, primary screen, CHO-K1 cells, Fluo-8 calcium fluorescence | Muscarinic acetylcholine receptor M5 (Homo sapiens), P08912 | CHO-K1 hM5, ACh EC20 PAM; 0% = ACh EC20, 100% = ACh EC100 | activation, % at 3 µM | 360,000 tested, 0.3% active;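 active = activation above the run cutoff, the mean activation of all test compounds plus 3 SD, cut at about 18% in these data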
Target sequence (P08912 whole entry, looked up): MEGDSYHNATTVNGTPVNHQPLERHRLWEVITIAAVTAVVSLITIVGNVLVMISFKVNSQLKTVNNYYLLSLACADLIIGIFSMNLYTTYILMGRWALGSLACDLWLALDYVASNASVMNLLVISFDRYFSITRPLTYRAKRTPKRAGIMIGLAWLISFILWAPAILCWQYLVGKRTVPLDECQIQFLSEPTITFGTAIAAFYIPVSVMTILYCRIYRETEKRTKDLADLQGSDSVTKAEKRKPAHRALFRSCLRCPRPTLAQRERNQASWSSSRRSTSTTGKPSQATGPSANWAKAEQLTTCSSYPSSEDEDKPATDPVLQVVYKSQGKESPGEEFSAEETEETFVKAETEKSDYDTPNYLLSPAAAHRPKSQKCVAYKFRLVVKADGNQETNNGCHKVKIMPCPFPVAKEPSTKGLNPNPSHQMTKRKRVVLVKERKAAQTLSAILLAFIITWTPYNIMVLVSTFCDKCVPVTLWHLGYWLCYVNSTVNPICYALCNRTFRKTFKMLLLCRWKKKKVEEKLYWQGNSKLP
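Assay system – human M5 receptor in CHO-K1 cells · Read-out – % activation, ACh-normalized · Technique – Fluo-8 calcium fluorescence · Dosing – single-point, 3 µM nominal · Incubation – Fluo-8 loading 80 min at 37 °C plus 30 min room temperature · Repeats – singlicate, one well per test compound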
CRFR2-BP antag – antagonists of CRF-BP/CRF-R2 complex, primary screen, cell-based, HEK293, calcium dye fluorescence, uHTS | CRF-induced calcium fluorescence | inhibition, % at 11.8 µM | 350,000 tested, 0.59% active | AID 588475, 2011;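 active = inhibition of the ligand-induced calcium signal above about 50% at the single tested concentration, limit read from the data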
M5 antag – human M5 muscarinic receptor antagonists, primary screen, CHO cells, Fluo-8 calcium fluorescence. Muscarinic acetylcholine receptor M5 (Homo sapiens), P08912. CHO-hM5 cells, ACh EC80. inhibition, % at 3 µM. 360,000 tested, 0.59% active. AID 624040, 2012;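 active = inhibition above a per-plate cutoff, the mean of that plate's test compounds plus 3 SD, cut at about 27% in these data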;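 also: 0% = acetylcholine EC80 with DMSO and 100% = DMSO without agonist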
TAAR1 antagonist – human TAAR1 antagonists, primary screen, Fluo-8 calcium fluorescence, CHO RD-HGA16 cells; Trace amine-associated receptor 1 (Homo sapiens), Q96RJ0; antagonist; inhibition, % at 3 µM; 360,000 tested, 1.5% active;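 active = inhibition above a per-plate cutoff, the mean inhibition of test compounds on that plate plus 3 SD, cut at about 49% in these data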;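 also: 0% = DMSO plus EC80 beta-PEA response and 100% = DMSO alone without agonist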
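System: RD-HGA16 CHO cells with stable hTAAR1 and Gα16 | Probe or stimulus: EC80 β-phenethylamine stimulus | Dosing: 3 µM, single point | Times: Dye loading 75 min at 37 °C, then 30 min room temperature | Measured by: Fluo-8 calcium-sensitive fluorescence | Read-out basis: % inhibition of agonist calcium response | Replicates: n of 1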
TAAR1 ag – human TAAR1 agonists, primary screen, Fluo-8 calcium fluorescence, CHO RD-HGA16 cells; AID 624467, 2012; 360,000 tested, 0.99% active; vehicle wells 0%, saturating PEA agonist 100%; Trace amine-associated receptor 1 (Homo sapiens), Q96RJ0; activation, % at 3 µM;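 active = activation above the mean activation of all test compounds in the run plus 3 SD, cut at about 38% in these data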
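test system = CHO RD-HGA16 cells carrying human TAAR1 plus Gα16 | schedule = 17-24 h seeding, 75 min 37 °C dye, 30 min RT | compound dosing = 3 µM single concentration | control set = DMSO and PEA EC100 | replicates = n 1 | signal = Fluo-8 fluorescence, 5 s baseline then 140 s kinetic read | measure = percent activation vs PEA EC100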
CHRM4 PAM – human M4 muscarinic receptor positive allosteric modulators, primary screen, CHO-K1 cells, Fluo-8 calcium fluorescence; Muscarinic acetylcholine receptor M4 (Homo sapiens), P08173; CHO-K1 hM4/Gqi5, ACh EC20; 0% = ACh EC20, 100% = maximal ACh; activation, % at 3 µM; 360,000 tested, 0.4% active;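 active = activation above its plate's cutoff, the mean activation of sample wells plus 3 SD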; also: some results filed as inactive read as strong as hits
Target sequence (P08173 whole entry, looked up): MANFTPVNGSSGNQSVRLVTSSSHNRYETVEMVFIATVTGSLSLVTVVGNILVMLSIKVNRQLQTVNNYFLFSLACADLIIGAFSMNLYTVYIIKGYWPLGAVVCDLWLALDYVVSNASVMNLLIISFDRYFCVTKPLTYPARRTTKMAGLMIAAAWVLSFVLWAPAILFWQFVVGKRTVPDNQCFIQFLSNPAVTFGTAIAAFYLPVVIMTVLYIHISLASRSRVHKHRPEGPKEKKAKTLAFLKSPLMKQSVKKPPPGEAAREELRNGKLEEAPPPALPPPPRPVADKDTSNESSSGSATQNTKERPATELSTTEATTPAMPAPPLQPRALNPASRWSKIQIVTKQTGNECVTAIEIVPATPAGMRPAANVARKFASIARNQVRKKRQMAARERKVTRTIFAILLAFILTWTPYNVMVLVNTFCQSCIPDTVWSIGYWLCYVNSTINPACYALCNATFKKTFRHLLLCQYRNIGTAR
CHRM5 agonist – human M5 muscarinic receptor agonists, primary screen, CHO-K1 cells, Fluo-8 calcium fluorescence | Muscarinic acetylcholine receptor M5 (Homo sapiens), P08912 | CHO-K1 hM5 cells; 0% DMSO wells, 100% maximal acetylcholine response | activation, % at 3 µM | 360,000 tested, 0.19% active | AID 624037, 2012;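 active = activation above the run's mean over test compounds plus 3 SD, cut at about 23% in these data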;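 also: signal is peak over basal fluorescence ratio across the kinetic read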
* marks the source's active call; other numbers are inactive results; · = not tested or not shown.

molecule,CRFR2-BP ag,CHO-K1 Ca PAM,M5 PAM,CRFR2-BP antag,M5 antag,TAAR1 antagonist,TAAR1 ag,CHRM4 PAM,CHRM5 agonist
COc1ccc(OCCCC(=O)ON=C(N)c2ccccc2C)cc1,0.4,2.6,-2.5,8.9,4.1,-2.3,7.3,0.9,2.3
CSc1nc2ccc(S(=O)(=O)N3CCCCC3)cc2s1,0.8,8.4,1.1,16.1,1.2,9.0,3.5,-3.1,-3.0
COc1ccc(S(=O)(=O)c2c(O)c3ccc(C(=O)Nc4ccccc4)cc3[nH]c2=O)cc1,-1.2,8.8,-4.5,5.5,1.8,-16.2,-0.3,3.7,-4.3
COc1ccc(CCNC(=O)c2cc(-c3ccccc3)on2)cc1OC,0.5,4.7,1.2,-3.9,-7.8,-5.2,23.0,8.8,1.8
O=C(COc1ccccc1Cl)Nc1ccc(CN2CCCCC2)cc1,11.9,1.9,-1.8,13.8,14.6,4.1,21.8,-18.1,-7.1
Cc1ccc(C(=O)O/N=C(\N)c2ccc(C(F)(F)F)cn2)cc1,-1.6,11.4,2.7,20.5,3.0,-8.9,3.9,6.1,-4.0
CC(=O)NC1C(=O)N(CCN2CCOCC2)c2ccc(F)cc21 (stereo unspecified),1.0,4.8,-1.1,-19.5,14.3,-2.7,1.1,-6.4,-1.9
COc1ccc(C(=O)Nc2ccncc2)cc1[N+](=O)[O-],-2.1,-2.2,1.3,-5.7,14.4,8.0,1.8,-2.3,-3.6
O=C(COC(=O)c1ccc([N+](=O)[O-])s1)NCc1ccc(F)cc1,-1.1,6.9,-7.7,46.6,5.3,-0.1,5.6,-6.5,0.2
O=C(Nc1cc(Cl)ccc1-n1cncn1)c1cc(S(=O)(=O)N2CCOCC2)ccc1F,4.1,-1.2,-0.6,-8.8,-4.9,-15.2,1.8,-3.2,-2.5
COC(=O)c1cc(C(=O)Nc2cccc(C)n2)cc([N+](=O)[O-])c1,0.0,10.4,1.2,3.7,2.2,-10.0,0.9,5.3,-1.8
O=C(NC1CCCc2ccccc21)c1ccc(S(=O)(=O)N2CCOCC2)cc1 (stereo unspecified),-1.4,-13.2,3.5,4.1,6.0,-11.7,11.5,1.3,-3.9
COc1c(C)cc(Br)cc1C(=O)O,5.3,3.7,-2.2,-2.5,0.6,11.0,5.4,4.3,2.2
CC1CN(C(=O)c2ccc(OC3CCN(Cc4ccccn4)CC3)cc2)CCN1C (stereo unspecified),4.6,8.6,-0.3,12.0,1.0,9.4,0.2,-0.3,-5.5
C#CCOCCOCCOCCNc1nc(N2CCN(C(=O)[C@H](CCCCN)n3cc([C@@H](N)C(C)CC)nn3)CC2)nc(N2CCN(C(=O)[C@H](Cc3ccc(O)cc3)n3cc([C@@H](N)C(C)CC)nn3)CC2)n1 (stereo partly specified),-1.8,-14.5,-0.5,-28.1,6.5,·,·,8.8,1.3
O=C(c1ccoc1)N1CCN(c2cc(-c3ccncc3)nc3cc(-c4cccc(Cl)c4)nn23)CC1,-0.2,14.7,2.7,22.2,1.7,46.2,4.7,4.7,1.3
CCn1nc(NS(=O)(=O)c2ccccc2)c2cc3cccc(C)c3nc21,-1.7,-2.8,0.1,13.0,4.1,-8.5,4.0,8.2,-2.8
Cc1ccn(-c2n[nH]c(C)c2[N+](=O)[O-])n1,-1.3,1.6,9.6,14.9,-2.9,-1.1,0.3,2.4,0.0
O=C1CCCN1CCCNc1ccc2nnc(CCC(=O)N3CCN(c4ccccc4)CC3)n2n1,0.1,-4.6,-6.7,-7.0,11.1,-8.7,0.7,-8.9,-3.4
O=C1c2ccccc2C(Nc2ccccc2F)N1c1cccnc1 (stereo unspecified),-1.9,2.6,-2.3,-27.9,-0.8,16.4,-0.8,-2.8,0.2
Cn1nc(C(F)(F)F)c(-c2ccc(F)cc2)c1NC(=O)c1ccco1,-0.4,8.9,15.6,4.1,-14.2,-23.6,-0.4,-2.2,3.0
CC1=C(C(=O)Nc2ccc(F)c(F)c2)C(c2cccs2)NC(=S)N1 (stereo unspecified),-0.7,13.9,0.0,-4.9,2.2,12.3,9.1,-2.4,-2.9
O=C(NCC1CCCCC1)c1cccc(-c2ccc(O)cc2)c1,-1.5,6.8,-6.8,-8.2,10.0,6.8,6.1,1.2,-1.9
Cc1ccc(-c2noc(CCC(=O)N(C)c3ccccc3C)n2)cc1,0.8,17.8,-4.7,2.8,-2.5,-10.5,2.5,-4.7,-3.0
CC1CCCCC1NC(=O)Cn1cnc2ccccc2c1=O (stereo unspecified),0.5,22.6,2.5,4.2,3.6,2.9,6.8,5.8,-1.4
CCOC(=O)C(=O)Cc1cccnn1,0.6,-13.8,4.0,-3.3,-6.5,3.5,0.2,7.4,6.1
O=c1[nH]c(=O)n(C2OC(CO)C(O)C2O)cc1Br (stereo unspecified),-0.4,16.8,0.1,-6.0,2.7,-4.2,-4.5,5.8,-0.2
Clc1cc(/C=N\NC2=NCCN2)cc(Cl)n1,-0.5,-1.7,-8.3,-3.4,14.6,-4.3,2.6,-5.8,0.3
CCc1ccc(OCCCC(=O)Nc2nnc(C3CCCO3)s2)cc1 (stereo unspecified),-2.3,9.9,3.0,-29.0,0.4,-0.5,-0.5,7.5,5.3
CCOC(=O)c1sc(=S)n(-c2ccccc2Cl)c1C,-0.7,19.8,-26.7,-0.5,-9.4,1.9,-1.1,-14.6,-18.1

No new results follow: an excerpt of the list.
molecule,CRFR2-BP ag,CHO-K1 Ca PAM,M5 PAM,CRFR2-BP antag,M5 antag,TAAR1 antagonist,TAAR1 ag,CHRM4 PAM,CHRM5 agonist
Clc1cc(/C=N\NC2=NCCN2)cc(Cl)n1,-0.5,-1.7,-8.3,-3.4,14.6,-4.3,2.6,-5.8,0.3
CCc1ccc(OCCCC(=O)Nc2nnc(C3CCCO3)s2)cc1 (stereo unspecified),-2.3,9.9,3.0,-29.0,0.4,-0.5,-0.5,7.5,5.3
CCOC(=O)c1sc(=S)n(-c2ccccc2Cl)c1C,-0.7,19.8,-26.7,-0.5,-9.4,1.9,-1.1,-14.6,-18.1

Additional compounds follow.
molecule,CRFR2-BP ag,CHO-K1 Ca PAM,M5 PAM,CRFR2-BP antag,M5 antag,TAAR1 antagonist,TAAR1 ag,CHRM4 PAM,CHRM5 agonist
Cc1nnsc1S(=O)(=O)Cc1ccccc1C(F)(F)F,1.2,-5.1,-5.6,-1.6,8.3,-5.0,-1.0,-4.2,-3.7
O=C(Cn1c(-c2cncs2)nc2ccccc21)NCc1ccccc1,1.8,0.4,-7.3,4.0,8.1,1.7,8.2,6.5,-3.0
COc1ccc(/C=C2\SC(=Nc3ccccc3Cl)NC2=O)c(OC)c1,-0.6,16.2,-1.6,28.5,6.6,31.5,-1.9,9.7,-1.1
COc1ccc(NC(=O)CCN2CCN(Cc3ccccc3)CC2)c(OC)c1,-0.4,7.7,-3.5,14.7,8.8,-19.5,2.8,-4.3,-2.4
COc1ccc(N(CC(=O)Nc2cc(Cl)ccc2C)S(=O)(=O)c2c(C)n[nH]c2C)cc1,-1.3,2.7,1.6,-17.7,-1.3,-34.7,2.9,6.7,-5.7
CCOCCCNC(=O)CN1C(=O)C(CC)Oc2ccccc21 (stereo unspecified),-0.3,0.9,2.2,-5.5,-0.5,-2.5,7.0,-0.7,2.1
Cc1cc(NS(=O)(=O)c2ccc(NC(=O)C(C)Oc3ccc4c(C)cc(=O)oc4c3)cc2)no1 (stereo unspecified),1.0,15.0,2.6,7.5,-4.4,10.5,0.1,-3.6,-0.6
COc1ccc(CC(NC(=O)c2ccccc2)C(=O)NCC(=O)O)cc1 (stereo unspecified),-2.3,25.1,-1.2,-46.0,3.4,-22.6,-0.2,0.9,2.5
Cc1cccc(C)c1NC(=O)C(c1ccccc1OC(F)(F)F)N1CCC(c2ccccc2)CC1 (stereo unspecified),·,·,-4.5,·,-1.6,-17.9,-0.7,3.9,-0.3
COC(=O)CCC(=O)OC1(C)C(=O)C=C2C=C(c3ccsc3)OC=C2C1=O (stereo unspecified),4.8,20.7,5.7,-2.4,-4.8,·,·,10.5,6.0
C=CCNC(=O)c1onc(CSc2ccccc2F)c1C(=O)O,1.6,16.1,6.3,-8.6,11.7,9.2,15.5,8.5,3.4
CC1CCN(CCC(=O)N/N=C/c2ccc([N+](=O)[O-])cc2)CC1,1.0,9.7,1.1,-0.4,11.7,12.8,0.4,3.2,-3.5
CCCc1c(C)nc2ccc(OC)cc2c1SCCC(=O)O,1.2,10.9,-2.0,3.0,4.3,-25.8,-0.4,3.7,-0.7
Cc1cc(OCCN2CCOCC2)nc2ccccc12,2.9,12.6,-0.4,17.5,-1.9,-2.5,7.2,10.3,-2.3
COC(=O)[C@H]1C[C@@H]1[C@H](NC(=O)c1ccccc1)c1ccccc1,-0.7,17.9,5.9,2.3,-4.2,-9.4,2.2,14.4,1.1
O=S(=O)(NCc1cccnc1)c1ccc(Cl)cc1,-0.6,-25.7,-3.8,8.7,15.8,-22.8,3.1,1.5,0.7
O=C(CCSCCc1ccccn1)Nc1c(F)cc(F)cc1Br,0.6,14.0,5.2,-7.0,-17.3,3.3,-0.2,6.3,-2.4
Cc1cc(=O)oc2cc(OCCCN3C(=O)c4ccccc4C3=O)ccc12,-2.9,10.8,-1.6,19.9,-2.9,-8.7,-0.3,9.5,1.2
O=C(CSc1nncs1)N1CCN(S(=O)(=O)c2ccccc2)CC1,0.8,22.4,-1.3,-4.1,17.1,-13.6,0.4,4.0,-2.9
COc1ccc(C(=O)OCC(=O)c2ccccc2)cc1S(=O)(=O)N1CCOCC1,-0.5,12.3,-0.1,-6.9,6.0,-7.3,7.6,-1.7,0.9
CC(C)c1onc(C(=O)N2CCCCC2C)c1[N+](=O)[O-] (stereo unspecified),-3.0,4.8,1.6,-14.7,-1.9,-9.8,0.0,7.6,-0.6
Cc1cccc(C(=O)OCC(=O)NCCNC(=O)COC(=O)c2cccc(C)c2C)c1C,-1.9,13.1,-5.5,-45.1,13.7,-38.8,10.6,0.6,-2.5

Compound activity (PubChem)
